MEKK2wt PB1 HTS: raises or lowers MEK5 binding to wildtype human MEKK2 PB1 domain | Q9Y2U5 | bead flow cytometry, Alexa488-MEK5 binding to MEKK2 WT; actives lie on both sides | binding response (% of control), % at 10 µM | hit rate 1.1% among 290,000 | AID 1531; in the data active means binding response below about 67% or above about 130%
NALP1 yeast inh: blocks the NALP1 inflammasome reconstituted in yeast; S. cerevisiae NALP1/ASC/caspase-1 growth, X-gal OD620, 72 h; inhibition, % at 10 µM; hit rate 0.61% among 280,000; in the data active means inhibition mostly above about 24%, no sharp cut-off; inactive means mostly below about 32%; further: some compounds called inactive have numbers as strong as hits
M18AAP inhibitor: blocks P. falciparum M18 aspartyl aminopeptidase; recombinant PfM18AAP, H-Glu-NHMec fluorogenic cleavage; inhibition, % at 7.35 µM; hit rate 1.2% among 290,000;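 active means inhibition above the campaign mean inhibition over all tested compounds plus 3 SD, cut at about 28% in these data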;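 further: 0% = plate median of test compound wells and 100% = 2 mM ZnCl2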
MEKK2 mut-MEK5: signal of MEK5 binding to mutant human MEKK2 PB1 domain | bead flow cytometry, Alexa488-MEK5 binding to MEKK2 mutant | percent response, % at 10 µM | hit rate 0.35% among 290,000 | AID 1530; in the data active means percent response above about 24%, passing the limit was not always enough; further: inactives centre near 1; some results filed as inactive read as strong as hits
V1R ag counter: counter-screen for oxytocin receptor agonists: human V1a receptor agonists. P37288. CHO-V1R cells, Fluo-8 calcium fluorescence, agonist mode; 0% DMSO, 100% 3 nM vasopressin. activation, % at 3 µM. hit rate 0.25% among 320,000. AID 2797;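 active means activation above the mean activation of all tested compounds plus 3 SD, per screening run, cut at about 20% in these data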;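 further: signal is peak over basal fluorescence ratio across a 100 second FLIPR read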
Target sequence (P37288 whole entry, looked up): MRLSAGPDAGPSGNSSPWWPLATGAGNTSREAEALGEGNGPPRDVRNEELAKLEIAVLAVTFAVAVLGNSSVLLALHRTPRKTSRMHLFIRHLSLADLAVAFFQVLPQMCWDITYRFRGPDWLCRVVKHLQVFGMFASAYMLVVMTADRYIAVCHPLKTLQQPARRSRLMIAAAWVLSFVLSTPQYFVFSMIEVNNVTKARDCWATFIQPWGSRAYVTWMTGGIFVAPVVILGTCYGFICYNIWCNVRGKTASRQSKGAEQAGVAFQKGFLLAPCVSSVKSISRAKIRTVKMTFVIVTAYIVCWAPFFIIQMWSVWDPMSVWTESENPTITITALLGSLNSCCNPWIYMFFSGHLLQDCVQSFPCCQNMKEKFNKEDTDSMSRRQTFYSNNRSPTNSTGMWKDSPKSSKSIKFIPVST
GPR7 antagonist: human neuropeptides B/W receptor 1 antagonism; P48145; GPR7-expressing cells, fluorescence antagonist assay; inhibition, % at 4.4 µM; hit rate 1.1% among 290,000; AID 1861; in the data active means inhibition above about 16%, passing the limit was not always enough;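 further: cells stimulated with the agonist NPW; 0% = agonist with vehicle and 100% = vehicle without agonist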
GalR3 antagonist: blocks the human galanin receptor 3. O60755. HEK293 GalR3-CNG cAMP membrane potential fluorescence; galR3 body fused to GalR1 C-terminus. inhibition, % at 3 µM. hit rate 0.44% among 360,000. AID 651719;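 active means inhibition above the screen-wide average plus 3 SD, cut at about 13% in these data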;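 further: forskolin and galanin both at EC90 stimulate the cells; cAMP rise reported by CNG channel membrane potential dye signal; 0% = forskolin plus galanin with DMSO and 100% = forskolin alone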
Target sequence (O60755 1-299 limits assumed): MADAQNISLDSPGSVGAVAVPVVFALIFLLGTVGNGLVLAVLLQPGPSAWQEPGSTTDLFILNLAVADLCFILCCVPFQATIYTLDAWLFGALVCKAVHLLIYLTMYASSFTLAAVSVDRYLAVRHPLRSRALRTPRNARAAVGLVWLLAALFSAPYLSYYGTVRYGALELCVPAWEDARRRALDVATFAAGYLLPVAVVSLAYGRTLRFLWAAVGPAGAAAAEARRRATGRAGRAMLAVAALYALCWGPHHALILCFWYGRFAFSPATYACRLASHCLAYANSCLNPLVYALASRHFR
OXTR agonist: activates the human oxytocin receptor. activation, % at 3 µM. CHO-OTR cells, Fluo-8 calcium fluorescence; normalized: DMSO 0%, oxytocin 100%. P30559. hit rate 0.32% among 320,000;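 active means activation above the mean of all tested compounds plus 3 SD, cutoff set per screening run, cut at about 20% in these data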;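 further: peak over basal fluorescence ratio from a 100 s FLIPR kinetic read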
Target sequence (P30559 whole entry, looked up): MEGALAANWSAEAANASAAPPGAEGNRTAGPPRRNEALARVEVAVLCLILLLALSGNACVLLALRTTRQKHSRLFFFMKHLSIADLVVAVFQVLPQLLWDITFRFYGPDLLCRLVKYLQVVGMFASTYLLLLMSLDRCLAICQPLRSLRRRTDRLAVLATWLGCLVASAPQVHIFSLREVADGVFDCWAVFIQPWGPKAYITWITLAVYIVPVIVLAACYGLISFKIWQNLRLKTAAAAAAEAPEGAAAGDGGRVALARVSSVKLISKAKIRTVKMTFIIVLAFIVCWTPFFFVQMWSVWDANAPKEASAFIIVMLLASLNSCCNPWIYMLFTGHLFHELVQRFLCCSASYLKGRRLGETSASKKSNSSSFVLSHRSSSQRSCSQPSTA
OXTR potentiator: potentiators of human oxytocin receptor; P30559; hit rate 0.061% among 320,000; AID 2445; CHO-OTR cells, Fluo-8 calcium fluorescence, potentiator mode; 0% = oxytocin EC15, 100% = EC100; activation, % at 3 µM;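 active means activation above that plate's cutoff, the mean activation of tested compounds plus 3 SD, cut at about 6.6% in these data, passing the limit was not always enough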;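 further: 100% uses oxytocin at 75 nM as the full agonist control; some results filed as inactive read as strong as hits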
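Assay system: CHO cell line stably expressing human OTR. Reagent: EC15 oxytocin agonist. Dosing: single dose, 3.0 µM nominal final compound concentration. Timing: compound 6 min at room temperature before oxytocin, 100 s read. Signal: kinetic Fluo-8 calcium fluorescence. Controls: oxytocin EC15 low and EC100 high.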
* hit, by the source's call.

Results for CCN(CC)S(=O)(=O)c1ccc(OCCNS(C)(=O)=O)cc1 ?
MEKK2wt PB1 HTS: 102; NALP1 yeast inh: 7; M18AAP inhibitor: -2; MEKK2 mut-MEK5: 5; V1R ag counter: 0.8; GPR7 antagonist: -12; GalR3 antagonist: -1; OXTR agonist: 0.2; OXTR potentiator: -11

What do the screens show for `CN1CCN(S(=O)(=O)c2ccc(NC(=S)NC(=O)C3CCC3)cc2)CC1`?
MEKK2wt PB1 HTS: 102; NALP1 yeast inh: 20; M18AAP inhibitor: -8; MEKK2 mut-MEK5: -1; V1R ag counter: 1.1; GPR7 antagonist: -8; GalR3 antagonist: 1; OXTR agonist: 0.0; OXTR potentiator: -6

How did CCn1cc(C(=O)O)c(=O)c2cc(F)c(N3CCN(C(=S)NC(=O)c4ccccc4Br)CC3)cc21 do in these assays?
MEKK2wt PB1 HTS: 97; NALP1 yeast inh: 7; M18AAP inhibitor: -12; MEKK2 mut-MEK5: -6; V1R ag counter: 0.0; GPR7 antagonist: -9; GalR3 antagonist: -10; OXTR agonist: -0.1; OXTR potentiator: -9

What do the screens show for `COc1ccc(C(=O)N/C(=C/c2cccs2)C(=O)NCCCn2ccnc2)cc1OC`?
MEKK2wt PB1 HTS: 112; NALP1 yeast inh: 1; M18AAP inhibitor: 3; MEKK2 mut-MEK5: 10; V1R ag counter: 1.0; GPR7 antagonist: -4; GalR3 antagonist: -6; OXTR agonist: 0.1; OXTR potentiator: 1

What do the screens show for `O=C(Nc1cc(Sc2ccccn2)cc([N+](=O)[O-])c1)c1cccc(F)c1`?
MEKK2wt PB1 HTS: 106; NALP1 yeast inh: 16; M18AAP inhibitor: -3; MEKK2 mut-MEK5: 0; V1R ag counter: 3.5; GPR7 antagonist: 7; GalR3 antagonist: 1; OXTR agonist: 0.5; OXTR potentiator: -10

Results for CC(C)Cn1c(N)c(C(=O)CSc2ncnc3sc4c(c23)CCCC4)c(=O)n(C)c1=O ?
MEKK2wt PB1 HTS: 90; NALP1 yeast inh: 9; M18AAP inhibitor: -16; MEKK2 mut-MEK5: -6; V1R ag counter: 0.3; GPR7 antagonist: -7; GalR3 antagonist: -5; OXTR agonist: -0.1; OXTR potentiator: -11

How did Cc1cc(C(=O)Nc2ccc3c(c2)OCO3)cs1 do in these assays?
MEKK2wt PB1 HTS: 97; NALP1 yeast inh: 14; M18AAP inhibitor: 20; MEKK2 mut-MEK5: 1; V1R ag counter: -0.6; GPR7 antagonist: 5; OXTR agonist: -1.2; OXTR potentiator: -5

Results for N#CCCN1C(=O)C2(OCCO2)c2ccccc21 ?
MEKK2wt PB1 HTS: 105; NALP1 yeast inh: 23; M18AAP inhibitor: -9; MEKK2 mut-MEK5: 6; V1R ag counter: 0.6; GPR7 antagonist: -9; GalR3 antagonist: -10; OXTR agonist: 0.5; OXTR potentiator: -15

Results for COC(=O)[C@H](CCSC)NC(=O)NCc1ccc(S(N)(=O)=O)cc1 ?
MEKK2wt PB1 HTS: 98; NALP1 yeast inh: 1; M18AAP inhibitor: 11; MEKK2 mut-MEK5: -1; V1R ag counter: -0.1; GPR7 antagonist: -4; GalR3 antagonist: -4; OXTR agonist: 0.8; OXTR potentiator: -4

How did Cc1ccc2c(c1)C(c1ccncc1)=NNC(c1cccnc1)=N2 do in these assays?
MEKK2wt PB1 HTS: 92; NALP1 yeast inh: -9; M18AAP inhibitor: -5; MEKK2 mut-MEK5: -11; V1R ag counter: -0.1; GPR7 antagonist: 6; GalR3 antagonist: -3; OXTR agonist: 0.4; OXTR potentiator: -11

Results for CCCN1CCC(=O)N([C@H](CSc2ccccc2)Cc2ccccc2)CC1 ?
MEKK2wt PB1 HTS: 107; NALP1 yeast inh: 6; M18AAP inhibitor: -1; MEKK2 mut-MEK5: 3; V1R ag counter: 0.2; GPR7 antagonist: 9; GalR3 antagonist: -5; OXTR agonist: 19; OXTR potentiator: -11

Results for Cc1ccc2c(CSc3nnc4ccccn34)cc(=O)oc2c1C ?
MEKK2wt PB1 HTS: 106; NALP1 yeast inh: 34; M18AAP inhibitor: -1; MEKK2 mut-MEK5: 0; V1R ag counter: -0.8; GPR7 antagonist: -4; GalR3 antagonist: -2; OXTR agonist: -0.9; OXTR potentiator: -11

Results for Cc1ccc2c(=O)cc(C(=O)Nc3ccc(S(=O)(=O)Nc4onc(C)c4C)cc3)oc2c1 ?
MEKK2wt PB1 HTS: 105; NALP1 yeast inh: 13; M18AAP inhibitor: 1; MEKK2 mut-MEK5: 3; V1R ag counter: 0.4; GPR7 antagonist: 3; GalR3 antagonist: 3; OXTR agonist: 0.0; OXTR potentiator: -4

How did COc1c(F)c(F)c(C(=O)Nc2ccc3oc(-c4ccncc4)nc3c2)c(F)c1F do in these assays?
MEKK2wt PB1 HTS: 98; NALP1 yeast inh: 25; M18AAP inhibitor: 3; MEKK2 mut-MEK5: 1; V1R ag counter: 0.8; GPR7 antagonist: -13; GalR3 antagonist: -1; OXTR agonist: 3.7; OXTR potentiator: -2

How did CCc1c(C)nc(SC/C=C/c2ccccc2)[nH]c1=O do in these assays?
MEKK2wt PB1 HTS: 104; NALP1 yeast inh: 11; M18AAP inhibitor: -3; MEKK2 mut-MEK5: 7; V1R ag counter: 5.7; GPR7 antagonist: -9; OXTR agonist: 1.0; OXTR potentiator: -11

What do the screens show for `Cc1ccc(C2CC(=O)NC(SCc3ccccc3)=C2C#N)o1` (stereo not drawn)?
MEKK2wt PB1 HTS: 101; NALP1 yeast inh: 10; M18AAP inhibitor: -9; MEKK2 mut-MEK5: 5; V1R ag counter: 0.5; GPR7 antagonist: -4; OXTR agonist: -0.1; OXTR potentiator: -9

What do the screens show for `COC(=O)c1sccc1NC(=O)COc1ccc(Cl)cc1Cl`?
MEKK2wt PB1 HTS: 101; NALP1 yeast inh: 27; M18AAP inhibitor: -4; MEKK2 mut-MEK5: 0; V1R ag counter: 2.3; GPR7 antagonist: 4; GalR3 antagonist: 4; OXTR agonist: 0.1; OXTR potentiator: 1

Results for CC(C)CN(C(=O)CSc1nc2ccccc2o1)c1c(N)n(Cc2ccccc2)c(=O)[nH]c1=O ?
V1R ag counter: 0.2; GalR3 antagonist: -4; OXTR agonist: -0.7; OXTR potentiator: -7

What do the screens show for `NS(=O)(=O)c1ccc(CCNC(=O)C2CCN(S(=O)(=O)c3c(Cl)cccc3Cl)CC2)cc1`?
MEKK2wt PB1 HTS: 90; M18AAP inhibitor: 2; MEKK2 mut-MEK5: -11; V1R ag counter: -0.7; GPR7 antagonist: -2; GalR3 antagonist: -4; OXTR agonist: -0.1; OXTR potentiator: 3

What do the screens show for `CCOC(=O)C1CCN(C(=O)/C(=C/c2ccccc2)NC(=O)c2ccccc2)CC1`?
MEKK2wt PB1 HTS: 108; NALP1 yeast inh: 16; M18AAP inhibitor: -8; MEKK2 mut-MEK5: 3; V1R ag counter: 0.6; GPR7 antagonist: 2; GalR3 antagonist: -5; OXTR agonist: 0.1; OXTR potentiator: -6

How did CC1Cc2ccccc2N1C(=O)Cn1cc([N+](=O)[O-])ccc1=O (stereo not drawn) do in these assays?
V1R ag counter: 0.1; GalR3 antagonist: -6; OXTR agonist: -0.1; OXTR potentiator: 4

Results for CCN1CCN(CCNC(=O)c2ccc3c(c2)N(Cc2ccc(F)cc2)C(=O)/C(=C/c2ccccc2)S3)CC1 ?
MEKK2wt PB1 HTS: 278*; NALP1 yeast inh: -1; M18AAP inhibitor: -2; MEKK2 mut-MEK5: 117*; V1R ag counter: 3.3; GPR7 antagonist: 29*; GalR3 antagonist: -7; OXTR agonist: 8.4; OXTR potentiator: -7

Results for O=C(CSc1ccc2ccccc2c1)Nc1nc2ccccc2[nH]1 ?
MEKK2wt PB1 HTS: 99; NALP1 yeast inh: 26; M18AAP inhibitor: 0; MEKK2 mut-MEK5: -1; V1R ag counter: -0.1; GPR7 antagonist: -5; GalR3 antagonist: -4; OXTR agonist: -0.6; OXTR potentiator: -3

How did Cc1ccc2nc(CSc3nc(C)ccc3C#N)[nH]c2c1 do in these assays?
MEKK2wt PB1 HTS: 107; NALP1 yeast inh: -14; M18AAP inhibitor: 14; MEKK2 mut-MEK5: 10; V1R ag counter: 0.3; GPR7 antagonist: -13; GalR3 antagonist: -5; OXTR agonist: -0.5; OXTR potentiator: 1

Results for COc1ccc(S(=O)(=O)N(CC(=O)NC2CCCC2)c2ccccc2OC)cc1 ?
MEKK2wt PB1 HTS: 113; NALP1 yeast inh: 4; M18AAP inhibitor: -2; MEKK2 mut-MEK5: 8; V1R ag counter: -1.1; GPR7 antagonist: -10; GalR3 antagonist: -4; OXTR agonist: 0.4; OXTR potentiator: -14

Results for CC(C)Cc1nnc(NC(=O)CCC(=O)N2CCN(Cc3ccc(F)cc3)CC2)s1 ?
MEKK2wt PB1 HTS: 103; NALP1 yeast inh: 28; M18AAP inhibitor: -1; MEKK2 mut-MEK5: 1; V1R ag counter: 2.2; GPR7 antagonist: 3; GalR3 antagonist: -2; OXTR agonist: 4.1; OXTR potentiator: 3

How did CC1=NN(C(N)=S)C(=O)C1N=Nc1ccccc1Cl (stereo not drawn) do in these assays?
MEKK2wt PB1 HTS: 95; NALP1 yeast inh: 2; M18AAP inhibitor: 7; MEKK2 mut-MEK5: 0; V1R ag counter: 0.3; GPR7 antagonist: -10; GalR3 antagonist: -6; OXTR agonist: -0.9; OXTR potentiator: -7

What do the screens show for `Cc1cc(C)cc(N(C(=O)c2csnn2)C(C(=O)NC2CCCCC2)c2ccncc2)c1` (stereo not drawn)?
MEKK2wt PB1 HTS: 103; NALP1 yeast inh: 3; M18AAP inhibitor: 1; MEKK2 mut-MEK5: 5; V1R ag counter: 0.8; GPR7 antagonist: 3; GalR3 antagonist: -8; OXTR agonist: -0.1; OXTR potentiator: 2

Results for O=C(CNC(=O)c1cccs1)c1ccc([N+](=O)[O-])cc1 ?
MEKK2wt PB1 HTS: 88; NALP1 yeast inh: 22; M18AAP inhibitor: 9; MEKK2 mut-MEK5: -5; V1R ag counter: 0.1; GPR7 antagonist: -8; GalR3 antagonist: 1; OXTR agonist: -0.9; OXTR potentiator: -5

How did CC1(NC(=O)Nc2ccccc2)CCS(=O)(=O)C1 (stereo not drawn) do in these assays?
MEKK2wt PB1 HTS: 74; M18AAP inhibitor: -17; MEKK2 mut-MEK5: -33; V1R ag counter: 0.0; GPR7 antagonist: 6; GalR3 antagonist: -2; OXTR agonist: 0.2; OXTR potentiator: -10

What do the screens show for `COC(=O)C1=C(C)Nc2ccc(C)cc2S1`?
MEKK2wt PB1 HTS: 101; NALP1 yeast inh: 5; M18AAP inhibitor: -5; MEKK2 mut-MEK5: 0; V1R ag counter: 1.8; GPR7 antagonist: 4; GalR3 antagonist: -1; OXTR agonist: 0.3; OXTR potentiator: 1

What do the screens show for `COCc1[nH]nc2c1C(c1ccccc1F)C(C#N)=C(N)O2` (stereo not drawn)?
MEKK2wt PB1 HTS: 100; NALP1 yeast inh: -22; M18AAP inhibitor: -5; MEKK2 mut-MEK5: 1; V1R ag counter: 0.7; GPR7 antagonist: 3; GalR3 antagonist: -5; OXTR agonist: -0.1; OXTR potentiator: -6

What do the screens show for `CCCOC(=O)c1ccc(NS(=O)(=O)c2cccs2)cc1`?
MEKK2wt PB1 HTS: 97; NALP1 yeast inh: -8; M18AAP inhibitor: -1; MEKK2 mut-MEK5: 0; V1R ag counter: 2.0; GPR7 antagonist: -12; GalR3 antagonist: -3; OXTR agonist: 0.1; OXTR potentiator: -5
